B2AR arrestin: qHTS assay of beta-arrestin-biased ligands of beta2-adrenergic receptor; beta-arrestin recruitment to beta2AR, cell-based reporter; 330,000 compounds, 0.02% hits; Beta-2 adrenergic receptor (Homo sapiens), P07550; AID 492947, 2010; Potency, µM (series often up to 46.1 µM), for inactives: at the top dose activation, most hits filed as activators;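 also: potency is read from the fitted curve at half-maximal effect; 0% = DMSO controls and full agonism = EC100 isoproterenol or metaproterenol; nearly all actives have a fitted effect of over 65% in size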
TCR activator: Activators of T cell receptors: qHTS campaign; primary human leukocytes, anti-CD3, IL-2 HTRF, 48 h; Potency, µM (doses to about 9.22 µM), inactives show top-dose activation of IL-2 secretion, usual class: activators; 330,000 tested, under 10 active; AID 504894, 2011; also: % of control where 0% means no effect
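1) Mix primary human leukocytes, a-CD3 beads and compound. 2) Incubate 48 hr. 3) Add HTRF IL-2 reagents (a-IL-2-K, a-IL-2-d2).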
BRCA1 expr act: qHTS Assay to Identify Small Molecule Activators of BRCA1 Expression; MCF7-BRCA1-FFLuc reporter, luminescence, 48 h; response scale: scaled: vehicle 0%, 10 µM genistein 100%; Potency, µM (highest dose often 46.1 µM), for the others: at the highest dose activation, usual class: activators; 380,000 compounds, 1.1% hits; AID 624202, 2012; also: potency is read from the fitted curve at half-maximal effect; nearly all actives have a fitted effect of over 80% in size; some results filed as inactive show a strong effect at the top dose
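Luminescence from a BRCA1-driven firefly luciferase in MCF7 cells was the read-out, taken 15 min after substrate addition following 48 h compound exposure at 37 °C. Data were normalized to a 10 microM genistein control and DMSO vehicle.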
TSG101-PTAP inh: qHTS Assay for Iinhibitors of HIV-1 Budding by Blocking the Interaction of PTAP/TSG101. Potency, µM (doses to about 115 µM), without a hit: top-dose activity change, negative = inhibition, hits mostly inhibitors. AID 493005, 2010. 340,000 tested, under 10 active. Fluorescence polarization, FITC-PTAP peptide / Tsg101 binding; active = well fitted inhibition curve with a large enough effect in the main read-out, with a control signal flat, not every such curve was filed as active; inconclusive = small, poorly fitted or top-dose-only effect, or effect the other way, or a change in a side signal; inactive = no such curve, though single readings can be large or run the other way; also: potency is read from the fitted curve at half-maximal effect; % of control where 0% means no effect
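Steps: Tsg101 binding domain dispensed (10 uM final), compounds pinned in DMSO, FITC-labeled PTAP-motif peptide added (50 nM final); after 20 min binding at room temperature, polarization measured.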
a7 integrin act: qHTS for Activators of Integrin-Mediated Alleviation for Muscular Dystrophy; AID 624291, 2012; alpha7betagal myoblasts, beta-gal FDG fluorescence, 48 h; Potency, µM (top dose mostly 38.3 µM), for inactives: at the highest dose activation, actives largely listed as activators; 350,000 compounds, 0.064% hits;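 also: potency is read from the fitted curve at half-maximal effect; 100% = response of the positive control SU9516; nearly all actives have a fitted effect of over 60% in size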
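alpha7betagal+/- myoblasts (passage 13, 250/well) treated 48 h at 37C with compounds at 1:260 dilution of DMSO stock. Lysed, then beta-galactosidase activity read as FDG fluorescence (ex 480/em 540) after 30 min, with pre-read for autofluorescence.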
p53 reactivator: qHTS assay for re-activators of p53 using a Luc reporter; H1299 p53-A138V BP100-luciferase reporter, luminescence, 24 h; AID 504706, 2011; 320,000 compounds, 0.063% hits; Potency, µM (highest dose often 92.2 µM), for inactives: at the highest dose activity change, positive = activation, actives largely listed as activators; also: potency is read from the fitted curve at half-maximal effect; % of control where 0% means no effect; nearly all actives have a fitted effect of over 45% in size
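H1299 (p53-null), stable ts p53-A138V + BP100-Luc; 1000 cells/well, Opti-MEM/10% FBS; cpd 4 pt, 1:5; 24 h, 37 deg C, 5% CO2; detection reagent 10 min RT; luminescence.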
A-T KAP1 phos: qHTS Assay for Identifying a Potential Treatment of Ataxia-Telangiectasia | Potency, µM (top dose mostly 57.5 µM), for inactives: at the highest dose activation, usual class: activators | AID 485349, 2010 | 320,000 compounds, 0.19% hits | […] A-T fibroblasts, KAP-1 phosphorylation AlphaLISA; neocarzinostatin DNA damage 30 min before lysis; also: potency is read from the fitted curve at half-maximal effect; % of control where 0% means no effect; nearly all actives have a fitted effect of over 45% in size
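hTERT-immortalized A-T patient fibroblasts ([…]), 500 cells/well in OPTI-MEM, 1% FBS, got compounds for 60 min, then NCS for 30 min at 37C. Lysates were then assayed for phospho-KAP-1 by AlphaLISA (anti-pKAP1 donor, anti-KAP1 acceptor beads), 6 hr at 25C.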
MLL CXXC-DNA inh: qHTS Fluorescence Polarization Assay for Inhibitors of MLL CXXC domain - DNA interaction; MLL-CXXC / FITC-HOXA9 DNA fluorescence polarization; 290,000 compounds, 0.037% hits; Histone-lysine N-methyltransferase 2A (Homo sapiens), Q03164; AID 2662, 2010; Potency, µM (doses to about 115 µM), for the others: at the highest dose activity change, negative = inhibition, most hits filed as inhibitors; active = well fitted inhibition curve with a large enough effect in the polarisation, with a control signal flat, not every such curve was filed as active; inconclusive = small, poorly fitted or top-dose-only effect, or effect the other way, or a change in a side signal; inactive = no such curve, though single readings can be large or run the other way; the % refers to the polarisation; also: potency is read from the fitted curve at half-maximal effect
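Steps: dispense CXXC domain solution (7 uM) → pin compounds or unlabeled HOX-A9 DNA control → 5 min ambient → add FLSN-HOX-A9 solution (50 nM) → spin → 30 min ambient → fluorescence polarization. Tris pH 7.5/NaCl/DTT/BSA buffer.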
ELG1 DNA repair: qHTS screen for small molecules that inhibit ELG1-dependent DNA repair in human embryonic kidney (HEK293T) cells expressing luciferase-tagged ELG1. 330,000 compounds, 2.3% hits. HEK293T ELG1-luciferase reporter, luminescence, 16 h; DNA damage induced by 5-fluorouridine. Potency, µM (titrated, usually from 46.1 µM), inactives show at the top dose activity change, negative = inhibition, hits mostly inhibitors; also: potency is read from the fitted curve at half-maximal effect; % is scaled to controls: 0 for no effect and ±100 for the full control effect; nearly all actives have a fitted effect of over 55% in size
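Quantitative HTS, concentration-response format. 2,000 cells/well co-treated with 5-fluorouridine and compound, 16 hr in 5% CO2 at 37 °C; ONE-Glo luminescence read after 30 min.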
TRPV1 ag: HTS Assay for Compounds that Act as Agonists of the Vanilloid Receptor 1; TRPV1-expressing cells, Fluo-8 calcium influx, agonist mode; activation, % at 8.33 µM; 320,000 compounds, 0.19% hits; AID 540275, 2011; in the data active = activation above about 80%; inconclusive = between about 30% and that limit; also: 0% is about no effect
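Fluo-8 calcium influx in TRPV1-expressing cells, kinetic read (ex 480/em 520 nm). Compound added and read 3 min for agonist activity, followed by capsaicin at EC20 final and 2 min further read for enhancement.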
Active calls of the source: *; ? = inconclusive; . = no result given; [ ] = remark or other dose. Unless noted, calls follow the shape of the dose curve; as a rule, active = well fitted curve in the direction sought with a large enough effect; inconclusive = small, poorly fitted or top-dose-only effect, or another doubt; inactive = no such curve, though single readings can be large; an effect the other way counts as inactive or inconclusive. Rows were taken by chance; overall some 3.8% were active at least once.

Order of results – B2AR arrestin	TCR activator	BRCA1 expr act	TSG101-PTAP inh	a7 integrin act	p53 reactivator	A-T KAP1 phos	MLL CXXC-DNA inh	ELG1 DNA repair	TRPV1 ag
CC(C)(C)c1ccc(C(=O)NCC(=O)N/N=C/c2cccs2)cc1
  -0.1%	-1%	19%	-3%	-8%	-3%	5%	3%	2%	3
COc1ccc(Cc2nn3c(-c4cc(OC)c(OC)c(OC)c4)nnc3s2)cc1
  0.0%	.	-9%	-4%	-10%	-17%	-4%	0%	?	11
Cc1nc2sc3c(c2c(=O)o1)CCCC3
  -0.5%	0%	-14%	-5%	-6%	7%	4%	-3%	2%	-3
COc1ccc(/C=N\NC(=S)SCN2C(=O)C3CCC(C)(C2=O)C3(C)C)cc1 (stereo unspecified)
  .	3%	-20%	0%	-12%	.	.	.	.	.
Nc1cc(=O)nc(SCC(=O)NCc2ccccc2)n1CCc1ccccc1
  -0.8%	6%	1%	-9%	-1%	-3%	3%	-3%	2%	-3
Fc1ccc(CNC(=S)Nc2ccc(Cl)cc2)cc1
  -0.5%	-4%	-44%	-4%	-13%	-3%	-2%	6%	11%	?
COc1cc(C2C(C#N)=C(N)N(c3sc4c(c3C#N)CCCC4)C3=C2C(=O)CC(C)(C)C3)cc(OC)c1OC (stereo unspecified)
  -0.1%	4%	-32%	-4%	-31%	5%	6%	18%	4%	2
O=C(O)c1cc(C(=O)O)c(-c2ccccc2)c(C(=O)O)c1
  -0.1%	-3%	7%	3%	-2%	-3%	0%	-5%	18%	-2
Cc1cc(SCC(=O)c2ccccc2)nc(SCC(=O)c2ccccc2)n1
  -1.0%	9%	-44%	-3%	-28%	-4%	-3%	3%	-29%	0
O=C(Cc1cccc(NC(=O)C2CCCN(C(=O)CCc3ccccc3)C2)c1)Nc1cccc(C(=O)N2CCOCC2)c1 (stereo unspecified)
  .	-5%	-4%	-3%	-1%	.	.	.	.	.
CCN1CCCC1CNC(=O)c1cc(NC(C)=O)c(N(C)C)cc1OC (stereo unspecified)
  -0.7%	0%	1%	-3%	14%	10%	5%	5%	1%	-1
Cc1c(C(=O)NCCc2ccc(S(N)(=O)=O)cc2)cccc1[N+](=O)[O-]
  -0.2%	-6%	-6%	-1%	-5%	6%	0%	-9%	-7%	1
COc1ccc(C(C#N)=C2C=CC(=NO)C(C)=C2Cl)cc1
  .	-9%	-26%	0%	-46%[inhibitor]	.	.	.	.	.
CCN(CC(=O)Nc1ccc(NC(C)=O)cc1)C(=O)Cc1cccc2ccccc12
  -0.4%	0%	-21%	-1%	4%	-1%	3%	8%	-11%	-2
Cc1cccc(CCNC(=O)C2CCC(CNc3c(N4CCCC4)c(=O)c3=O)CC2)c1 (stereo unspecified)
  0.1%	6%	-2%	-4%	14%	-2%	1%	-7%	3%	0
CC(=O)Oc1ccc(C(=O)Nc2cccc(C(=O)c3ccc(C)c(C)c3)c2)cc1
  -0.8%	2%	-41%	1%	-10%	-12%	-2%	-4%	-3%	2
CCOC(=O)C1CCN(S(=O)(=O)c2ccc3c(c2)CC(C)N3C(=O)C2CC2)CC1 (stereo unspecified)
  -0.9%	-6%	10%	0%	-42%	-4%	1%	11%	-6%	9
O=C(O)CCS(=O)(=O)c1nc(-c2cccs2)cc(C(F)(F)F)n1
  0.0%	.	0%	-12%	4%[7.66 µM]	17%	-2%	4%	0%	-2
CC(C)COc1ccc(C(=O)OCC(=O)NCc2cccs2)cc1
  0.0%	4%	-4%	-2%	-10%	6%	-5%	.	3%	.
O=C(CSCc1ccc(F)cc1)Nc1ccc(N2CCOCC2)cc1N1CCOCC1
  -0.1%	-2%	-18%	-7%	-14%	17%	4%	.	?	7
NC(=O)C1CCN(C(=O)CNC(=O)c2ccccc2)CC1
  -1.0%	24%	-1%	-1%	13%	1%	3%	12%	2%	-1
CS(=O)(=O)n1nc(-c2cccnc2)nc1NCc1ccccc1
  -0.3%	-5%	29%	2%	0%	1%	-1%	?	-3%	0
Cc1c([N+](=O)[O-])c(C(=O)Nc2ccc3c(c2)OCCO3)nn1C
  -0.9%	1%	61%	-7%	20%	?	3%	2%	?	5
O=C(Cn1c(=O)oc2ccccc21)NC(=O)NCc1ccco1
  -0.3%	-4%	13%	-3%	-10%	4%	0%	8%	7%	-1
CCN1C(=O)CS/C1=N\c1nccs1
  -0.2%	4%	-6%	1%	31%	1%	-1%	8%	16%	2
Cc1cccc(Cn2c(Sc3nc(C)cs3)nc3c2c(=O)[nH]c(=O)n3C)c1
  0.2%	-2%	-25%	1%	-13%	-4%	0%	-6%	-25%	1
OCC[C@@H]1C[C@@H](O)[C@H](O)[C@]2(Cc3ccccc3O2)O1
  0.1%	-3%	1%	-5%	1%	.	2%	-7%	-11%	3
CC1(C)Cc2c(cnn2-c2cccc(F)c2)C(NC(=O)c2ccc[n+]([O-])c2)C1 (stereo unspecified)
  -0.5%	5%	-5%	.	-12%	2%	13%	2%	-2%	-2
CN(C)c1cccc(-c2csc(N3CCC(C(N)=O)CC3)n2)c1
  -0.9%	1%	?	-1%	.	20%	4%	.	?	.
COc1ccc(N2C(=O)/C(=C/c3ccc([N+](=O)[O-])cc3)N=C2C)c(OC)c1
  0.1%	-57%	-28%	-1%	-4%	7%	-2%	10%	?	-3
CCC(CC)C(=O)Nc1cc(NC(=O)C(CC)CC)cc(C(=O)O)c1
  3.9%	1%	-7%	-4%	-22%	-2%	-6%	13%	11%	1
COc1cccc(OC)c1C(=O)Nc1c(C)n(C)n(-c2ccccc2)c1=O
  5.4%	1%	7%	-7%	6%	-3%	5%	-3%	-10%	-1
NNc1nc(Nc2ccccc2)nc(Nc2ccccc2)n1
  4.5%	3%	-2%	-1%	-14%	8%	-9%	-13%	16µM*	?
Cc1ccc(Oc2nc(-c3ccccn3)nc3ccccc23)cc1
  0.1%	3%	-7%	-7%	22%	-4%	5%	-14%	18µM*	?
CCn1ncc(CN2CCN(Cc3cccc(OC)c3)C(CCO)C2)c1C (stereo unspecified)
  -0.5%	.	2%	1%	-6%	-1%	5%	-8%	5%	-4
C=CCNC(=O)C(C#N)c1nc2ccccc2nc1N1CCCCCC1 (stereo unspecified)
  -0.6%	-4%	-21%	-21%	-2%	0%	0%	5%	?	14
COc1ccc(S(=O)(=O)c2nnn(-c3cccc(OC)c3)c2N)cc1
  0.4%	1%	0%	0%	?	-3%	-1%	25%	?	?
COc1cccc(CNC(=O)c2csc3c2CCCC3)c1
  0.5%	1%	18%	-6%	3%	-8%	3%	5%	5%	7
COc1cc(/C=N/n2cnnc2)ccc1OC(=O)c1ccco1
  -0.1%	-2%	3%	-1%	?	-4%	-7%	145%[activator]	-8%	-1
CCCCNC(=O)c1cc2nc3c(c(C(F)(F)F)n2n1)CCc1ccccc1-3
  -0.9%	-4%	8%	0%	7%	12%	1%	-10%	11%	4
Cc1cc(N=Cc2c(O)n(-c3ccc4c(c3)OCO4)c(=O)c3ccccc23)ccn1
  -0.2%	-3%	-61%	26%	-16%	-23%	-7%	10%	?	25
CCC1CCCCN1C(=O)CSc1nc(N)c(NC(=O)c2ccco2)c(=O)[nH]1 (stereo unspecified)
  0.1%	-1%	18%	0%	9%	0%	10%	-2%	2%	-1
Cc1ccc(C(=O)c2c3ccc([N+](=O)[O-])cc3[n+]([O-])n2CCCN)cc1
  -0.6%	-1%	-18%	-6%	-17%	?	6%	.	2%	-6
O=C(c1cc([N+](=O)[O-])ccc1Cl)N1CCN(c2ccccn2)CC1
  -0.4%	-4%	0%	0%	12%	9%	0%	6%	5%	-2
CCCCn1ccnc1C(=O)c1ccc(S(=O)(=O)N(CCOC)CCOC)cc1
  0.3%	6%	3%	-6%	16%	1%	11%	18%	0%	1
Cc1ccc(NC(=O)NC(=O)COc2ccccc2C(N)=O)c(C)c1
  -0.3%	-2%	13%	-3%	12%	7%	3%	.	?	1

Bioassay records as filed in PubChem.
